High-throughput results from PubChem BioAssay.
H9c2 TAG inh = inhibitors of triacylglycerol accumulation, primary screen, cell-based, uHTS, fluorescence, H9c2. H9c2 cells, Nile Red lipid (TAG) fluorescence; cells loaded with 200 µM oleic acid. inhibition, % at 12.5 µM. actives 0.66% (n = 230,000). AID 651582, 2012;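 active = pattern-corrected inhibition of lipid staining of at least 50% with the nuclear-stain viability signal not falling by more than 50%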;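 note: 0% = DMSO wells and 100% = triacsin C control wells; some results filed as inactive read as strong as hits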
H9c2 TAG inh DAPI viability = second read-out of H9c2 TAG inh, no call of its own (marks repeat the call); DAPI nuclei signal change (viability), lower = more cytotoxic, %;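 whole-well DAPI fluorescence read on a plate reader as a viability signal; minus 50 percent equals half of cells still viable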
Starred values were filed as active, the others as inactive. An excerpt, so the mix of outcomes need not match the whole.

Every second line gives: H9c2 TAG inh | H9c2 TAG inh DAPI viability
CCN(CC)C(=O)c1cc2cc([N+](=O)[O-])ccc2s1
  -2 | 4
CCOC1(OCC)N=C(N)C2(C#N)C(c3cccc(C)c3)C12C#N (stereo unspecified)
  -10 | -13
COc1ccc(CCN=C(C)C2=C(O)C(c3ccccc3)OC2=O)cc1OC (stereo unspecified)
  -6 | -9
Cc1ccc(Cn2c(SCC(=O)N3CC(=O)Nc4ccccc43)nc3ccccc3c2=O)cc1
  4 | -9
O=C(NC1CCCCC1)C(c1cccs1)N(CCCN1CCOCC1)C(=O)c1ccc(-c2ccccc2)[nH]1 (stereo unspecified)
  15 | -1
NS(=O)(=O)c1cc(C(=O)OCC(=O)NC2CC2)ccc1Cl
  -7 | 0
CS/C(=C(/C#N)S(=O)(=O)c1ccc(Cl)cc1)N1CCOCC1
  -7 | 0
Cc1cc(C(=O)CSc2nnnn2C)c(C)n1C1CC1
  -3 | 3
Cc1cc(C(=O)c2cnc(/N=C/N(C)C)s2)c(F)cc1Cl
  8 | 2
CN(C)c1ccc(C(=O)NCC(c2cccs2)N2CCOCC2)cc1[N+](=O)[O-] (stereo unspecified)
  -6 | 2
Cc1ccnn1-c1ccc(C(=O)N2CCCN(S(=O)(=O)c3ccc(F)cc3)CC2)cc1
  -8 | -5
Cc1nn(C)c(Cl)c1C(=O)NCC(=O)NCc1ccccc1
  -2 | -3
CC1C(=O)O[C@@H]2C[C@@H](C)[C@@H]3CCC(=O)[C@@]3(C)[C@@H](O)[C@H]12 (stereo partly specified)
  6 | 0
CC1(C(=O)NCc2ccccc2)Cc2c(-c3ccccc3)ccnc2O1 (stereo unspecified)
  17 | -25
CCCNC(=O)C1(CC2CC(c3ccccc3)=NO2)CCN(C(=O)c2ccccc2)CC1 (stereo unspecified)
  0 | -5
CC(C)CCN1CCN(Cc2ccc(C#CCCO)cc2)CC1CCO (stereo unspecified)
  -3 | 5
C=CCc1ccccc1OCCn1ccnc1
  -2 | 0
O=C(CN1CCCc2ccccc21)N1CCc2ccccc21
  -22 | 1
CC1/C(=N/O)C(CN(C)C)C2CC1C2(C)C (stereo unspecified)
  -1 | -13
CC(O)[C@@]1(O)CC[C@H]2[C@@H]3CC[C@H]4C[C@@H](O)CC[C@]4(C)C3=CC[C@@]21C (stereo partly specified)
  -2 | -8
C=CCn1c(C2CC(=O)N(c3ccc(C)cc3)C2)nc2ccccc21 (stereo unspecified)
  0 | -15
CC(C)OC(=O)/C(=C\c1cccnc1)NC(=O)c1ccccc1
  8 | 0
O=C(NCCCN1CCCCC1)C1CCC(=O)N1CCc1ccccc1 (stereo unspecified)
  18 | -5
O=C(CCc1nnc(Cc2ccc(-c3ccccc3)cc2)o1)NCCc1cccnc1
  7 | -3
Cc1ccc(-n2nnc3ccccc3c2=O)cc1C
  -14 | 5
CCOc1cccc(CNCCCSc2ncccn2)c1
  -8 | 1
CC1CN(c2ccc(NC(=S)Nc3ccc(N4CC(C)OC(C)C4)cc3)cc2)CC(C)O1 (stereo unspecified)
  10 | -1
CC(C)c1ccc(N(CC(=O)O)S(=O)(=O)c2cccnc2)cc1
  -6 | -4
O=C1CC(Cc2ccc(Cl)cc2)C(=O)N1c1cc(Cl)ccn1 (stereo unspecified)
  -2 | -2
O=C1CCC(=O)N1CCc1c[nH]c2ccccc12
  -2 | -3
O=C(/C=C/c1ccc(Cl)cc1Cl)c1nc2ccccc2[nH]1
  22 | 16
COc1ccc(CCNC(=O)CSc2nnc3ccc(-c4ccccn4)nn23)cc1OC
  4 | 3
N#CC1(NC(=O)COC(=O)C23CC4CC(CC(O)(C4)C2)C3)CCCCC1
  -7 | -2
N#Cc1ccc(C(=O)OCCc2cc3ccccc3c(=O)o2)cc1
  -14 | 4
Cc1ccc(C(=O)N2CC=C(c3ccccc3)CC2)s1
  -2 | -1
O=C(CSc1nc2ccccc2c(=O)n1Cc1ccc(F)cc1)NCC1CCCO1 (stereo unspecified)
  -1 | 2
O=C(NCc1ccccc1)c1cccc(Br)n1
  14 | -14
CCc1cccc(C)c1NC(=S)N(CCN(C)C)C(C)c1ccco1 (stereo unspecified)
  -16 | 3
CCOC(=O)C1CCN(CCC(=O)Nc2ccccc2Cl)CC1
  6 | 4
COc1ccc(C(=O)OCCCOC(=O)c2ccc(OC)cc2OC)c(OC)c1
  -11 | 0

The closing 2 records of the section above come first, to join the parts.
Every second line gives: H9c2 TAG inh | H9c2 TAG inh DAPI viability
CCOC(=O)C1CCN(CCC(=O)Nc2ccccc2Cl)CC1
  6 | 4
COc1ccc(C(=O)OCCCOC(=O)c2ccc(OC)cc2OC)c(OC)c1
  -11 | 0
CSc1nc(N)nc2c1ncn2CC(=O)NCc1ccc2[nH]ccc2c1
  -16 | 1
O=C(NN1CCN(Cc2ccccc2)CC1)c1ccc(N2CCOCC2)c([N+](=O)[O-])c1
  -10 | 2
CCc1nc2ccccc2c(C(=O)OCC(=O)NC2CCCC2)c1C
  5 | 4
CC(=NNC(=O)CSCC(=O)NN=C(C)c1ccccc1)c1ccccc1
  -6 | -9
Cc1cc(NC(=O)COC(=O)c2ccc(F)c(S(=O)(=O)N3CCOCC3)c2)no1
  0 | -9
OC(COc1ccccc1)CN1C2=NCCCN2c2ccccc21 (stereo unspecified)
  18 | -9
CN(C(=O)c1ccc(NC(=O)Cc2ccc(NC(=O)C3CCCN(C(=O)CCc4ccccc4)C3)cc2)cc1)C1CC1 (stereo unspecified)
  -14 | 1
O=C(OCCOc1ccccc1)c1cc(S(=O)(=O)N2CCOCC2)ccc1Cl
  2 | -4
CCOC(=O)CN(C)C(=O)CCc1nnc(-c2ccsc2)o1
  8 | -22
CCc1ccc(CN(C)C(=O)C2CCC(=O)N(CC3CCCCC3)C2)cc1 (stereo unspecified)
  6 | 2
CC(Sc1ccc(Cl)cc1)C(=O)NCC1CCCO1 (stereo unspecified)
  3 | 6
Cc1cc(N2CC(=O)N(CCc3ccccc3)C(=O)C2)n2ncnc2n1
  15 | 12
COc1ccc(C(=O)Nc2ccccc2C(=O)NCC2CCCO2)cc1 (stereo unspecified)
  27 | 1
CNC(=O)C[C@H]1C(=O)N(c2ccc(Br)cc2)C[C@@H]1CSC
  -11 | -4
Cc1ccc(-c2noc(CN(C)C(=O)c3ccc(Br)o3)n2)cc1
  3 | 0
Cn1c(=O)c2[nH]c(C3CC4CCC3C4)nc2n(C)c1=O (stereo unspecified)
  -3 | 0
Cc1cc(C)c(S(=O)(=O)NC2CC(C)(C)NC(C)(C)C2)cc1C
  1 | 4
Cc1ccc(C)n1CCN1CCN(CC(=O)Nc2ccc(S(N)(=O)=O)cc2)CC1
  -12 | 7
O=C(CCN1C(=O)/C(=C\c2cccc(Br)c2)SC1=S)N1CCOCC1
  9 | -7
CC(C)Oc1cc(F)ccc1-c1cc(C(=O)Nc2cccc(C(F)(F)F)c2)[nH]n1
  13 | -3
COc1ccccc1N(CCC#N)C(=O)COC(=O)CCC(=O)c1ccc(F)cc1
  1 | 9
Cn1c(N2CCN(c3ccccn3)CC2)nc2c1c(=O)n(Cc1ccccc1Cl)c(=O)n2C
  17 | -4
CCn1cc(C2=NC(CCSC)CO2)c2ccccc21 (stereo unspecified)
  9 | -8
CCCn1c(N)c(N(CCOC)C(=O)CSc2c(Cl)cccc2Cl)c(=O)[nH]c1=O
  12 | -13
Cc1ccc(CNC(=O)CCn2cc(-c3ccc(F)cc3)nc2-c2ccncc2)cc1
  5 | 4
O=S(=O)(NCC(c1ccco1)N1CCc2ccccc2C1)c1ccc(Br)cc1 (stereo unspecified)
  -17 | 1
O=C(Nc1cccc([N+](=O)[O-])c1)Nc1cccs1
  -28 | 9
O=C(OCC(=O)N1CCN(S(=O)(=O)c2ccccc2)CC1)c1ccc([N+](=O)[O-])o1
  -1 | 4
COc1ccc(Cl)cc1NC(=O)c1cccc(-n2cnnn2)c1
  6 | 12
CCNC(=S)N1CCC(NC(=O)C2CCCCC2)CC1
  -1 | -4
CCOC(=O)c1ccc(S(=O)(=O)N2CCN(C(=O)c3cc(=O)c4ccccc4o3)CC2)cc1
  2 | 0
COc1ccccc1NS(=O)(=O)c1ccc(S(=O)(=O)N2CCOCC2)cc1
  -10 | 2
C=CCn1c(COc2cccc3ccc(C)nc23)nnc1SCC(=O)OC
  -27 | 7
C#CCOc1nc(Nc2cccc([N+](=O)[O-])c2)nc(OCC#C)n1
  7 | 10
Cc1ccc(NC(=O)C(C)OC(=O)c2ccc(Cl)nc2)cc1S(=O)(=O)N1CCOCC1 (stereo unspecified)
  -9 | 10
Cc1ccc(NNC(=O)c2c(F)cccc2Cl)cc1C
  -6 | -4
Nc1ccccc1SCC(=O)Nc1nccs1
  9 | -10
CO/N=C/C(=N\Nc1ccc(OC)cc1)C(=O)c1ccc(OC)cc1
  2 | -2
COCCNC(=O)c1sc2ncn(CC(=O)N3CCCCC3)c(=O)c2c1C
  -7 | 3
O=c1c(C(c2ccc(F)cc2)c2c(O)nc3n(c2=O)CCCS3)c(O)nc2n1CCCS2
  -6 | 6
COc1ccc(S(=O)(=O)N2CCCN(Cc3cccc(F)c3)CC2)cc1
  -20 | -1
CN(C)S(=O)(=O)c1ccc(C(=O)Nc2ccnn2C2CCCCC2)cc1
  0 | -1
CN(C(=O)c1ccc2c(c1)S(=O)(=O)N=C1CCCCCN12)c1ccccc1
  4 | -2
O=S(=O)(c1ccc(F)cc1)n1ccc(-c2cnc(-c3ccccc3)s2)n1
  -20 | 9
CCCC(=O)NC(c1ccco1)c1cc([N+](=O)[O-])c2cccnc2c1O (stereo unspecified)
  -1 | 7
NC(=O)c1nccc2ccccc12
  -2 | -2
CCN(CC(=O)Nc1ccccc1OC)C(=O)c1ccc(NC(=O)c2cccs2)cc1
  8 | -5
C[C@H](CO)N1C[C@H](C)[C@@H](CN(C)C(=O)Nc2ccccc2)Oc2ccc(NC(=O)Cn3cnnn3)cc2C1=O
  8 | 2
O=C(O)Cc1ccc(O)cc1
  -1 | 5
O=C1CCCC(O)=C1N=Nc1ccc2ncsc2c1
  -5 | 26
COc1ccc(CN(C)C(=O)c2cc(S(=O)(=O)Nc3ccccc3F)ccc2C)c(OC)c1
  -27 | 3
Cc1cc(=O)n(C)c(=O)n1CCCCCOc1cccc([N+](=O)[O-])c1
  3 | 8
O=C(NC(=O)c1cccc(F)c1)Nc1nc(-c2ccc(F)cc2)cc(C(F)(F)F)n1
  0 | 0
Cc1ccc(NC(=O)CNC(=O)c2cccc(Cl)c2)nc1
  -10 | 4
Cc1cccc(S(=O)(=O)N(C)C[C@H]2OCc3cnnn3CCCC(=O)N([C@H](C)CO)C[C@H]2C)c1
  -9 | 24
O=C(c1cc(-c2ccc(Cl)s2)nc2ccccc12)N1CCOCC1
  27 | 24
O=C(NCc1n[nH]c(=S)n1-c1ccc(Cl)c(Cl)c1)c1cccs1
  3 | 10
Cc1onc(-c2ccccc2)c1C(=O)OCC(=O)Nc1cccc(Cl)c1
  -93 | -9
CC1SC(C)C(=O)N(CC(=O)Nc2ccc([N+](=O)[O-])cc2)C1=O (stereo unspecified)
  -1 | -1
COc1ccc(S(=O)(=O)N/N=C\c2ccc(OC)c(COc3ccc(C)cc3[N+](=O)[O-])c2)cc1
  10 | 3

Remaining list, next part:
Every second line gives: H9c2 TAG inh | H9c2 TAG inh DAPI viability
Cc1ccc(OCCN2CCC2(C)C(=O)NCc2ccc(C(F)(F)F)cc2)cc1 (stereo unspecified)
  -24 | -5
COc1cccc(-n2ccnc2SCC(=O)Nc2ccccc2)c1
  -25 | -2
COC(=O)c1ccc(NC(=O)c2ccc(NC(=O)c3ccco3)cc2)cc1
  27 | -2
CCCNC(=O)c1cccc(S(=O)(=O)N2CC3(C)CC2CC(C)(C)C3)c1 (stereo unspecified)
  14 | -2
CC(=O)c1c(C)[nH]c(C(=O)OCCCCN2C(=O)c3ccccc3C2=O)c1C
  -34 | 8
CN(C)CCCn1c(N)c(C#N)c2nc(C#N)c(C#N)nc21
  -16 | 15
CCc1ccc(C2CC(c3cccc(Cl)c3)n3nc(N)nc3N2)cc1 (stereo unspecified)
  -7 | 11
C[C@@H]1CN([C@@H](C)CO)C(=O)Cc2cc(NC(=O)Nc3cccc4ccccc34)ccc2O[C@@H]1CN(C)S(C)(=O)=O
  17 | 6
COc1ccc2c(C)c(Cl)c(=O)oc2c1
  8 | 20
Cc1cc(C)c2nc(SCCc3ccccc3)nc(C)c2c1
  -89 | 5
O=C(NCC1CCCO1)C1CCCN1C(=O)NC1CCCCC1 (stereo unspecified)
  -8 | -1
O=C(CSc1ncccn1)NC(=O)NC1CCCC1
  8 | 6
Cc1ccc(C(O)c2ncc(-c3ccccc3F)[nH]2)cc1F (stereo unspecified)
  -10 | 8
O=C(Cc1ccccc1)Nc1ccc2c(c1)OC1(CCCC1)O2
  5 | 2
COc1ccc(CCNC(=O)C2CCN(C(=O)c3ccc([N+](=O)[O-])cc3)CC2)cc1
  1 | -2
COc1ccc(OC)c(/C(O)=C/C(=O)C(=O)Nc2cc(C)cc(C)c2)c1
  8 | 67

7 compounds drawn at random from those above:
Every second line gives: H9c2 TAG inh | H9c2 TAG inh DAPI viability
Cc1cc(C)c2nc(SCCc3ccccc3)nc(C)c2c1
  -89 | 5
O=C(Cc1ccccc1)Nc1ccc2c(c1)OC1(CCCC1)O2
  5 | 2
COc1ccc(CCNC(=O)C2CCN(C(=O)c3ccc([N+](=O)[O-])cc3)CC2)cc1
  1 | -2
Cc1ccc(OCCN2CCC2(C)C(=O)NCc2ccc(C(F)(F)F)cc2)cc1 (stereo unspecified)
  -24 | -5
CCCNC(=O)c1cccc(S(=O)(=O)N2CC3(C)CC2CC(C)(C)C3)c1 (stereo unspecified)
  14 | -2
COC(=O)c1ccc(NC(=O)c2ccc(NC(=O)c3ccco3)cc2)cc1
  27 | -2
CCc1ccc(C2CC(c3cccc(Cl)c3)n3nc(N)nc3N2)cc1 (stereo unspecified)
  -7 | 11
